# Compound activity: PubChem BioAssay, several laboratories
# EP2 antag – blocks the human prostaglandin E2 receptor EP2 | AID 1422 | C6 glioma cells expressing human EP2, cAMP TR-FRET; cells stimulated with saturating PGE2 | 0.52% of 260,000 active | inhibition, % at 25 µM | P43116;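 active = percent inhibition above 40 after rounding to a whole number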;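 note: rat C6 glioma host cells with rolipram phosphodiesterase inhibitor present; the protocol text gives 20 µM as final concentration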
# Target sequence (P43116 whole entry, looked up): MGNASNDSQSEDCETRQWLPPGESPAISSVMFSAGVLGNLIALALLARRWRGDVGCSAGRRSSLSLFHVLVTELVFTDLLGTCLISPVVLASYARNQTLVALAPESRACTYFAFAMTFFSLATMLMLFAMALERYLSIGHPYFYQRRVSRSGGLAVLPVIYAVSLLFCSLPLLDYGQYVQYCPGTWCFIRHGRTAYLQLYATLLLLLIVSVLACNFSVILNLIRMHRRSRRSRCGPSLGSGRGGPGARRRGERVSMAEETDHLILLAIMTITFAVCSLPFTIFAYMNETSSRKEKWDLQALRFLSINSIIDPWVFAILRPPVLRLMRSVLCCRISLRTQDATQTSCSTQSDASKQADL
# TNF necrop inh – blocks TNF-alpha induced death of Jurkat FADD-/- cells. Jurkat FADD-/- TNF necroptosis rescue, ATP luminescence, 24 h; 0 = TNF only, 100 = no-TNF cells. activation (protection from cell death), % at 10 µM. 0.068% of 220,000 active;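 active = activation, meaning protection from cell death, of at least 50% relative to plate controls; inactive = activation below 50%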;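 note: necroptosis triggered by 40 ng/mL TNF-alpha added together with compound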
# RBBP9 inhibitor – inhibitors of human serine hydrolase RBBP9; recombinant RBBP9, FP-Rh probe fluorescence polarization; inhibition, % at 7.94 µM; 0.2% of 220,000 active;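 active = inhibition above the campaign mean of all tested compounds plus 3 SD, cut at about 14% in these data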;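 note: plate controls were DMSO wells with RBBP9 for no effect and wells lacking RBBP9 protein for full effect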
# Target sequence (O75884 whole entry, looked up): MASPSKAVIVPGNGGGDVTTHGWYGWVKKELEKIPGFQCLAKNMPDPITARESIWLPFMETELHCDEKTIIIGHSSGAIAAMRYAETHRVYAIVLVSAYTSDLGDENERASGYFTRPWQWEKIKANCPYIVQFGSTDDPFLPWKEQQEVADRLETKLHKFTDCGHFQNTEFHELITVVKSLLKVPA
#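 System: RBBP9 protein / Quantity: 2.5 µM RBBP9 dispensing solution, before mixing / Also added: Serine-hydrolase probe FP-Rh, 375 nM pre-mixing / Dosing: 7.94 µM single dose, 0.794% DMSO / Timing: enzyme-compound preincubation 30 min, then probe labeling 45 min, 25 °C / Signal: FP readout at 525/598 nm / Controls: DMSO-treated enzyme wells and wells lacking RBBP9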
# Runt-SMMHC FRET – Runt domain-CBFb-SMMHC interaction inhibition | Q01196+Q13951 | Cerulean-Runt/Venus-CBFb-SMMHC FRET ratio 530/480, 1 h | inhibition, % at 20 µM | 0.74% of 220,000 active;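 active = mean inhibition across duplicate retests at 20 µM reaching about 50%, limit read from the data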;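 note: 0% = DMSO wells and 100% = wells with excess untagged CBFb-SMMHC; inhibitors lower the FRET ratio by blocking Runt binding to CBFb-SMMHC; some results filed as inactive read as strong as hits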
# L929 necroptosis – blocks zVAD induced death of L929 cells. AID 1377. viability rescue, % at 10 µM. L929 zVAD necroptosis rescue, ATP luminescence, 24 h; with zVAD 60 µM. 0.38% of 220,000 active;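 active = activation, scaled between plate controls, above about 75%, limit read from the data; inactive = activation under that limit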;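 note: 0% = zVAD with DMSO and 100% = DMSO alone without zVAD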
# EP2 modulator – EP2 receptor (human) modulation | P43116 | EP2-expressing cells, cAMP HTRF FRET, PGE2 co-stimulation | induction, % at 25 µM | 0.83% of 260,000 active | AID 940;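 active = compounds whose cAMP rise, as percent of the full-agonist control response, exceeds 60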;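 note: rat C6 glioma line stably carrying human EP2 under a CMV promoter; the protocol text gives 20 µM as final concentration; 100% = response of wells given 1 µM PGE2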
# PERK inh – human PERK inhibition, primary cell-based screen; Q9NZJ5; CHO PERK-DD fusion, SEAP luminescence translation reporter; inhibition, % at 5.6 µM; 0.17% of 220,000 active; AID 1416;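 active = inhibition above the mean inhibition of all tested compounds plus 3 SD, set separately per screening campaign, cut at about 2.9% in these data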;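 note: PERK kinase domain activated by AP20187 dimerizer at 100 nM; 0% = DMSO with dimerizer and 100% = rapamycin at 8.4 µM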
# Hck Nef HTS – human Hck-Nef kinase inhibition | inhibition, % at 20 µM | 0.68% of 220,000 active | Recombinant Hck-YEEI plus Nef, Z-Lyte FRET kinase assay;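 active = Hck-Nef kinase inhibition above about 50%, limit read from the data; inactive = inhibition below that limit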;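 note: 0% = DMSO with Hck plus Nef and 100% = Hck alone without Nef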
# Target sequence (P08631 whole entry, looked up): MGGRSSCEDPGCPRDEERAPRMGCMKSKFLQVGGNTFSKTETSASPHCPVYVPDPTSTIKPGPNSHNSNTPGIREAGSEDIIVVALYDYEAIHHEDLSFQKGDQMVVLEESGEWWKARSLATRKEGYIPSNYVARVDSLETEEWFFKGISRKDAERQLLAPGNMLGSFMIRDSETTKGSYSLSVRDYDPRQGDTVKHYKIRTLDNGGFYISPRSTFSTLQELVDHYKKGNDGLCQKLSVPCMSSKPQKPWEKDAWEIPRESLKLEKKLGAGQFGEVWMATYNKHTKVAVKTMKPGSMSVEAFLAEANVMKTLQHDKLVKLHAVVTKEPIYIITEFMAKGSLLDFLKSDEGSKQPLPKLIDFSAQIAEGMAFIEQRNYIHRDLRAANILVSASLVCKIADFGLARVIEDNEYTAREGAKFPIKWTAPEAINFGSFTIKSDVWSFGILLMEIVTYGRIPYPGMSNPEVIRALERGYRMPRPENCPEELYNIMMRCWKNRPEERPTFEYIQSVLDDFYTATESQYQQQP
# Runt-CBFb FRET – Runt domain-CBFb interaction inhibition. Q01196+Q13951. Cerulean-Runt/Venus-CBFb FRET ratio 530/480, 1 h. inhibition, % at 20 µM. 0.46% of 220,000 active;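 active = inhibition over about 50% at 20 µM in the single-dose screen, limit read from the data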;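 note: 0% = DMSO wells and 100% = excess unlabeled CBFb competitor control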
#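 Measured by: fluorescence energy transfer, 422 nm excitation, 530/480 nm emission; test system: Cerulean-tagged RUNX1 Runt domain (FRET donor) fusion protein; buffer or medium: Tris pH 7.5 buffer with BSA; compound: one dose, 20 µM compound, 1% DMSO; times: two 1 h room-temperature incubations shielded from light; benchmarks: unlabeled CBFb 5 µM, positive control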
# * = called active by the depositor; / = not tested or not shown.
SMILES,EP2 antag,TNF necrop inh,RBBP9 inhibitor,Runt-SMMHC FRET,L929 necroptosis,EP2 modulator,PERK inh,Hck Nef HTS,Runt-CBFb FRET
CC1Cc2cc(/C(O)=C3\C(=O)C(=O)N(CCN4CCOCC4)C3c3ccccc3F)ccc2O1 (stereo not drawn),20,-1.9,3,-1,0.0,43,1.3,0,2
Cc1nn(-c2ccccc2)c(C)c1S(=O)(=O)O,6,2.9,-5,-2,-1.1,-14,0.6,17,0
N#C/C(=C\N1CCOCC1)c1ccccc1,7,-1.1,-3,-1,0.1,-24,-0.1,-14,1
O=C(COC(=O)c1ccccc1OCC(=O)Nc1ccc(Br)cc1)Nc1ccccc1,5,0.9,7,3,0.8,-15,1.3,11,0
Cc1ccc(C(=O)NC(C)C(c2cccs2)N2CCCC2)s1 (stereo not drawn),10,-0.1,2,1,0.6,-6,0.2,-14,0
CC(C)n1c(=S)[nH]c2ccccc2c1=O,10,0.4,1,-7,0.0,10,1.8,0,-3
NS(=O)(=O)c1ccc(CNC(=O)c2ccc(Cl)c([N+](=O)[O-])c2)cc1,4,1.1,-2,-6,1.2,-18,-0.1,6,1
C(=C\c1ccco1)/c1ccc2ccccc2n1,8,-11,-2,-17,0.5,-8,1.2,54*,8
O=C1/C(=C\c2ccc(Br)o2)Cc2ccccc21,9,0.9,-7,48,0.5,28,1.1,8,19
Cc1nonc1OC(C)CNCCNc1ccc([N+](=O)[O-])cc1 (stereo not drawn),15,2.3,-10,0,0.1,-15,-0.5,6,3
O=C(N/N=C/c1cnc(N2CCCCC2)s1)c1ccc(C(F)(F)F)cc1,7,0.7,-4,-5,0.5,41,0.3,-11,-5
O=C(CC1C(=O)NCCN1C(=S)Nc1ccccc1)Nc1ccc2c(c1)OCCO2 (stereo not drawn),8,-0.3,-5,4,0.0,-29,1.0,3,0
CNC(=O)c1c(NC(=O)C(C)C)sc2c1CCC2,7,-0.6,0,-6,1.3,2,-1.7,23,1
COc1ccc(CCCC(=O)Nc2ccc(F)cc2)cc1,8,6.6,-2,1,1.2,-88,0.3,1,1
COc1ccc(OC(=O)c2ccc3nsnc3c2)cc1,9,-0.3,-6,-3,-0.5,-1,0.1,2,4
O=C(COc1ccccc1C(=O)c1cnn(-c2ccccc2)c1)Nc1ccccc1,7,1.5,-3,1,0.6,-14,0.2,0,-1
Cc1ccc(Cl)cc1NC(=S)N(Cc1cccnc1)Cc1ccccc1Cl,8,-0.3,7,-1,-0.4,39,-0.1,22,2
CCOc1ccc(/C=C2/SC(=S)N(n3c(C)ccc3C)C2=O)cc1,8,-0.3,3,0,0.0,11,-0.8,0,1
C=CCn1c(SCC(=O)Nc2ccc3c(c2)OCO3)nnc1-c1ccccc1,13,-0.6,5,-1,-0.2,10,0.3,2,1
COC(=O)N/N=C/c1ccccc1OCCOc1ccc(OC)cc1,8,2.2,1,-5,0.1,-33,0.9,28,2
CCOC(=O)c1c(NC(=O)c2c(C(=O)O)cccc2[N+](=O)[O-])sc(C)c1C,6,0.5,4,-2,0.6,28,0.6,23,0
Cc1ccc(CNC(=O)C(=O)NCC2OCCN2S(=O)(=O)c2ccc3c(c2)OCCO3)cc1 (stereo not drawn),12,0.0,-6,2,/,36,-0.3,-1,-2
CCCC1=C(C(=O)OCC)C(c2ccco2)C(C#N)=C(N)O1 (stereo not drawn),7,-0.2,1,-4,-0.1,15,2.8,1,0
Cc1ccc(NC(=O)C2OCCc3ccccc32)cc1 (stereo not drawn),3,5.1,2,-5,-0.5,-30,0.7,14,0
CC(C)(C)c1ccc(CS(=O)CC(O)CO)cc1 (stereo not drawn),9,1.4,-5,2,-0.6,19,1.8,6,-2
O=C1CC(NC(=O)C(F)(F)F)c2cc3c(cc21)OCO3 (stereo not drawn),0,0.6,-7,-4,0.8,22,0.0,16,0
Cc1ccc(NC(=O)C(=O)c2cn(CC(=O)N3CCCCC3)c3ccccc23)cc1,1,1.5,5,2,0.5,11,0.1,3,1
CCOC(=O)c1cn(Cc2c(C)c(C)c(C)c(C)c2C)nn1,4,0.1,-5,-4,0.8,-13,0.3,2,-2
CSc1nsc(SC)c1NC(=O)OCCc1ccccn1,11,-1.4,-8,-1,-0.2,20,-0.7,2,1
Nc1ccc(/C=C/c2ccc3ncccc3c2)cc1,5,-9.0,7,-11,0.3,-20,0.5,3,0
C=CCc1cc(C=O)cc(OC)c1OCc1ccc(C(=O)O)cc1,8,-0.1,-5,-1,0.9,14,0.4,0,1
COc1cccc(NC(=O)Nc2nnc(CC(=O)NCc3ccccc3)s2)c1,2,6.6,-15,1,0.7,-14,1.8,21,2
O=[N+]([O-])c1cccc2ccc(/C=C/c3cccc(Br)c3)nc12,4,1.9,-2,-1,2.1,18,0.6,0,3
OC[C@H]1O[C@@H](n2cnc3c(Nc4ccccc4)ncnc32)[C@H](O)[C@@H]1O,15,-6.0,-8,-2,18,11,1.1,3,0
O=C(/C=C/c1ccco1)c1ccccc1O,5,-1.6,0,-1,1.6,-38,-0.2,18,8
O=C(Cn1nc(Cc2cccnc2)c2ccccc2c1=O)Nc1ccccc1F,10,-0.4,-12,1,-1.2,-16,-2.8,-1,2
COC(=O)C1CCN(CC(=O)Nc2cc(Cl)ccc2OC)CC1,0,0.7,8,-2,0.1,-29,-0.1,4,-2
Cc1ccc(S(=O)(=O)N(C)C)cc1NC(=S)NNC(=O)C(N)=O,2,-0.5,-4,5,1.1,25,1.2,20,2
O=C(NCCCNc1ccc([N+](=O)[O-])cc1Cl)c1ccccc1F,11,0.8,0,-3,9.8,-78,0.5,20,2
Cc1ccc(C)c(OCCCN2CCCC2)c1,1,0.1,-7,4,-0.9,-6,0.6,-3,0
Cc1ccc(Nc2nnc(SCC(=O)Nc3cccc(S(=O)(=O)N4CCCCC4)c3)s2)cc1,4,3.8,-20,-1,1.8,19,0.1,0,2
Cc1ccc(C(=O)N2CCN(c3cnn(C)c(=O)c3Cl)CC2)cc1,9,0.0,-6,-2,1.0,6,-0.1,9,1
C/C=C/C(=O)N1CC2(CC(c3cccc(NC(=O)COc4ccc(Cl)cc4)c3)=NO2)C[C@@H]1C(N)=O (stereo partly drawn),18,-0.3,/,-2,0.0,-12,/,18,3
CCOCCCNC(=O)C(=O)NCCCOCC,3,0.7,-7,2,1.2,9,0.9,4,0
COC(=O)CNc1cccc(C(F)(F)F)c1,7,2.2,-1,2,7.0,8,1.2,22,0
O=C(COC(=O)c1ccc2c(c1)S(=O)(=O)N=C1CCCCCN12)NCc1cccs1,10,0.8,-4,-2,-0.6,5,0.8,1,1
Clc1ccc(-n2nnnc2CN2CCCCC2)cc1Cl,8,-2.7,-6,0,-0.1,17,0.3,2,0
CC(CCc1ccccc1)NC(=O)COC(=O)CC1CC2CCC1C2 (stereo not drawn),3,4.5,-10,1,2.8,13,0.2,0,-4

# Ordered by value in Runt-SMMHC FRET (rising): 3 from the list above.
SMILES	RBBP9 inhibitor	Runt-SMMHC FRET	EP2 modulator	PERK inh	Hck Nef HTS	Runt-CBFb FRET
COC(=O)C1CCN(CC(=O)Nc2cc(Cl)ccc2OC)CC1	8	-2	-29	-0.1	4	-2
COC(=O)CNc1cccc(C(F)(F)F)c1	-1	2	8	1.2	22	0
Cc1ccc(S(=O)(=O)N(C)C)cc1NC(=S)NNC(=O)C(N)=O	-4	5	25	1.2	20	2

# (continued)
SMILES,EP2 antag,TNF necrop inh,RBBP9 inhibitor,Runt-SMMHC FRET,L929 necroptosis,EP2 modulator,PERK inh,Hck Nef HTS,Runt-CBFb FRET
Cc1cccc(-c2nnc(SCc3ccc(C#N)cc3)n2Cc2ccco2)c1,0,-0.6,-12,4,-0.4,18,-1.2,0,5
CCn1c(=N)c(S(=O)(=O)c2ccc(F)cc2)cc2c(=O)n3ccccc3nc21,16,-7.1,-1,-21,-0.3,39,0.6,11,10
COc1cccc(Cn2cc(N)cn2)c1,2,-1.8,14,/,0.4,-19,0.1,16,/
COc1ccc(C(N)CCc2ccco2)cc1 (stereo not drawn),15,1.5,-1,-2,-0.2,-42,-0.7,0,-2
COCCNC(=O)/C(C#N)=C/c1ccc(OC(=O)c2cccs2)c(OC)c1,5,-0.6,-4,1,-1.2,-62,-0.3,22,-2
O=c1c2[nH]c3ccc(F)cc3c2nc2n1CCCS2,3,-0.5,2,-4,20,-12,1.1,40,1
Cc1ccc(S(=O)(=O)N2CCCCC2)cc1NC(=O)c1ccc2ccccc2n1,3,3.3,-3,-2,0.7,-16,0.8,4,-2
CC1C/C(=N/NC(=O)c2cccc(F)c2)c2ccc(O)cc2C1 (stereo not drawn),10,-3.8,8,-2,-0.1,6,0.8,0,0
Cc1cc(C)nc(N2CCCC(CCC(=O)NCc3ccc(F)c(F)c3)C2)n1 (stereo not drawn),3,0.1,-6,-2,-0.6,18,0.4,6,0
Cc1cc(C)n2nc(/C(C#N)=C/c3ccccn3)c(C#N)c2n1,7,-6.5,-3,0,5.0,-44,0.4,17,0
Cc1ccc(CNC(=O)C2CCCN(S(=O)(=O)c3c(C)noc3C)C2)cc1 (stereo not drawn),5,1.1,2,-1,-1.0,-7,1.0,-21,1
COc1ccc(NC(=O)C2CC(=O)n3c(nc4ccccc43)N2)cc1 (stereo not drawn),2,3.0,-11,1,0.9,14,-1.1,36,1
Cc1cccc(NC(=S)N/N=C/c2cccc([N+](=O)[O-])c2)c1,14,-2.4,0,0,0.1,-11,-0.4,1,1
CSc1ccc(/C=C/c2ccc3cccc(O)c3n2)cc1,4,2.1,-6,-17,2.5,-8,0.5,47,-5
O=C(COC(=O)c1ccc(CSc2ccc(Cl)cc2)cc1)Nc1ccccc1,6,0.9,-5,-15,0.9,14,0.9,0,0
O=C(COC(=O)c1cccc(S(=O)(=O)N2CCCC2)c1)NCc1ccccc1,11,0.7,7,-1,0.3,-22,1.5,-9,2
Cc1ccccc1C1CC(c2cccs2)=NN1S(C)(=O)=O (stereo not drawn),8,1.1,-5,3,0.1,-1,0.3,18,0
S=C(NCc1ccccc1)NCc1ccc2c(c1)OCO2,7,1.4,-11,3,0.0,-5,1.0,0,2
COc1ccc(CCNC(=O)C(=O)NCCOc2ccccc2Cl)cc1OC,1,0.5,-6,4,-0.2,-12,-0.8,2,1
CCCCCCNC(=O)c1cccc(-c2ccc(C)c3ccccc23)n1,5,2.2,-10,39,-0.2,31,0.2,-9,-5
Cc1ccc2[nH]c(=O)c(CN(CC3CCCO3)S(=O)(=O)c3cccc4nsnc34)cc2c1 (stereo not drawn),3,-5.7,5,1,0.7,-5,-1.9,0,-1
CCOC(=O)c1nnc2cc(C)nn2c1C,4,1.6,-5,1,-0.5,0,0.2,29,1

# A portion of the library; count on the stated rates, not on these rows.
